SIRT5 inh = blocks human SIRT5 desuccinylation of peptide | AID 652115 | Purified SirT5, succinyl-peptide AMC, trypsin-coupled fluorescence | 330,000 compounds, 1.1% hits | inhibition, % at 15 µM; in the data active = inhibition above about 15%
Target sequence (Q9NXA8 whole entry, looked up): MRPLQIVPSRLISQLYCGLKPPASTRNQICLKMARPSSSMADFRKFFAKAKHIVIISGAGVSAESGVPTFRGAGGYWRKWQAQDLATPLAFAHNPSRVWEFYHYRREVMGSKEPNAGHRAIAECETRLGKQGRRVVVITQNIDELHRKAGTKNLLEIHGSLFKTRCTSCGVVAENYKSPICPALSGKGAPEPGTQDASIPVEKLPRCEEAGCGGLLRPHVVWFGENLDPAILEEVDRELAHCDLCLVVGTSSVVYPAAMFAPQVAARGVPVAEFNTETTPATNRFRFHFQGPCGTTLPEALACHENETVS
ARNT TACC3 PPI = disrupts binding between human ARNT and TACC3; inhibition, % at 9.99 µM; AID 623870; AlphaScreen His-ARNT PAS-B/GST-TACC3 binding, luminescence; TACC3 fragment carries E629A point mutation; 390,000 compounds, 0.66% hits;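 active = mean inhibition of replicates at least 50% and at least half of replicates each reaching 50%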;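 also: 0% = complete ARNT plus TACC3 wells and 100% = ARNT alone without TACC3; many hits fall short of the cut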
DENV2 CPE = DENV2-induced cell death inhibition; 350,000 compounds, 1.7% hits; CPE inhibition, % at 9.99 µM; AID 651640; DENV2-infected cells, cytopathic effect rescue, plate reader; in the data active = CPE inhibition above about 20%, passing the limit was not always enough; tested in BHK-21 cells;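 also: 0% = median of neutral control wells and 100% = median of positive control wells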
PAX8 reporter = PAX8 transcriptional activity inhibition; RMG-I TPO-luciferase reporter, SteadyGlo, 24 h; inhibition, % at 12.6 µM; 360,000 compounds, 1.2% hits; AID 652154;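 active = mean replicate inhibition at least 60% with every replicate also reaching 60%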;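 also: luciferase light reporting Pax8 driven TPO promoter activity; plate controls were median of neutral control wells for no effect and mitoxantrone controls for full effect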
LGR2 inh = blocks bursicon-induced cAMP signaling via Drosophila LGR2 | 380,000 compounds, 0.35% hits | inhibition, % at 9.99 µM | HEK293 LGR2, CRE-luciferase, bursicon-stimulated, 4 h | AID 720647;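 active = drop in luminescence signal, shown as inhibition above about 50% in the replicate tests, limit read from the data, passing the limit was not always enough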;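 also: agonist challenge used bursicon conditioned medium at about half maximal strength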
EWS-Fli inh = EWS/Fli transcriptional activity inhibition. inhibition, % at 12.6 µM. A673 NR0B1-luciferase reporter, viability-normalised. 350,000 compounds, 0.67% hits. AID 651661;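 active = mean inhibition of at least 50% after viability correction, with every replicate also passing that limit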;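 also: firefly luciferase signal divided by Alamar Blue viability fluorescence both relative to DMSO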
CASP6 VEID inh = inhibitors of human caspase-6; P55212; purified caspase-6, Z-VEID-R110 cleavage fluorescence; inhibition, % at 12.5 µM; 350,000 compounds, 0.53% hits; AID 686996;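 active = mean inhibition across replicates at least about 35%, with every replicate also reaching that limit, limit read from the data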;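 also: 0% = median of neutral control wells and 100% = no fluorescence left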
Target sequence (P55212 24-179 limits assumed): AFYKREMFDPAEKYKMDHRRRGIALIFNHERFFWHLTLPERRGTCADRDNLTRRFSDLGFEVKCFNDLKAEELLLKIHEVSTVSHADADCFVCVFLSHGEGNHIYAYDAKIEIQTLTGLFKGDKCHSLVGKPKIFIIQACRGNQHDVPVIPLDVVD
Target sequence (P55212 194-293 limits assumed): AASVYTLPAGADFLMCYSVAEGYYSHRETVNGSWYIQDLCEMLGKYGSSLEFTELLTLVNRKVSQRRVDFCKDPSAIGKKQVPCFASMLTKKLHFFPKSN
Active calls of the source: *.

What do the screens show for `COc1cccc(CN2CCC2(C)C(=O)Nc2ccc(Cl)c(Cl)c2)c1F` (stereo not given)?
SIRT5 inh: 1; DENV2 CPE: -13; PAX8 reporter: -5; LGR2 inh: -3; EWS-Fli inh: 10; CASP6 VEID inh: -2

How did S=C(c1ccc(-c2ccc(Br)cc2)o1)N1CCCCC1 do in these assays?
SIRT5 inh: 0; ARNT TACC3 PPI: 2; DENV2 CPE: 1; PAX8 reporter: -182; LGR2 inh: -76; EWS-Fli inh: -81; CASP6 VEID inh: 54*

Results for N#C[C@@H]1[C@H](c2ccc(C3=CCCCC3)cc2)[C@@H](CO)N1C(=O)Cc1ccncc1 ?
SIRT5 inh: 1; ARNT TACC3 PPI: 1; DENV2 CPE: 6; PAX8 reporter: -26; LGR2 inh: 2; EWS-Fli inh: 1; CASP6 VEID inh: 1

Results for CC(C)CNC(=S)Nc1ccccc1F ?
SIRT5 inh: -8; ARNT TACC3 PPI: -20; DENV2 CPE: -2; PAX8 reporter: -13; LGR2 inh: -1; EWS-Fli inh: -1; CASP6 VEID inh: -1

What do the screens show for `COc1ccc(CN(C)C(=O)c2cc(-c3ccc(OC)c(OC)c3)nc3ccccc23)c(OC)c1`?
SIRT5 inh: -5; ARNT TACC3 PPI: -5; DENV2 CPE: 15; PAX8 reporter: 21; LGR2 inh: -26; CASP6 VEID inh: 3

How did COc1ccc(-c2nc(NC(=O)c3nc4nccc(C)n4n3)sc2C)cc1 do in these assays?
SIRT5 inh: -6; ARNT TACC3 PPI: 0; DENV2 CPE: -6; PAX8 reporter: -4; LGR2 inh: -23; EWS-Fli inh: -2; CASP6 VEID inh: -3

Results for O=C(N/N=C/c1ccc(O)c(O)c1)NC12CC3CC(CC(C3)C1)C2 ?
SIRT5 inh: 0; ARNT TACC3 PPI: 10; DENV2 CPE: 2; PAX8 reporter: 34; LGR2 inh: -11; EWS-Fli inh: 31; CASP6 VEID inh: 23

What do the screens show for `CCC(=O)N1CC(=O)N2[C@H](C1)[C@@H](c1ccc(C#Cc3cccc(F)c3)cc1)[C@@H]2CO`?
SIRT5 inh: -1; DENV2 CPE: 5; LGR2 inh: 10; EWS-Fli inh: 0; CASP6 VEID inh: 3

How did CO[C@@H]1CN(C)C(=O)c2cc(NS(C)(=O)=O)ccc2OC[C@@H](C)N(CC2CC2)C[C@@H]1C do in these assays?
SIRT5 inh: 2; ARNT TACC3 PPI: -3; DENV2 CPE: -1; PAX8 reporter: 3; LGR2 inh: -7; EWS-Fli inh: -5; CASP6 VEID inh: 3

How did O=C(Nc1ncnc2sc3c(c12)CCCC3)c1ccncc1 do in these assays?
SIRT5 inh: -1; ARNT TACC3 PPI: -5; DENV2 CPE: 0; PAX8 reporter: -11; LGR2 inh: -16; EWS-Fli inh: -2; CASP6 VEID inh: -1

What do the screens show for `COc1ccc(NC(=O)c2ccc(=O)[nH]c2)cc1S(=O)(=O)N1CCCCC1`?
SIRT5 inh: 2; DENV2 CPE: 12; PAX8 reporter: -18; LGR2 inh: -10; EWS-Fli inh: -10; CASP6 VEID inh: 0

How did O=C(C1CC1)N1CC[C@H]2[C@H](CO)Nc3ccc(Br)cc3[C@H]21 do in these assays?
SIRT5 inh: -1; ARNT TACC3 PPI: -7; DENV2 CPE: 27*; PAX8 reporter: -16; LGR2 inh: -2; EWS-Fli inh: -9; CASP6 VEID inh: -1

What do the screens show for `C=CCOc1c(Cl)cc(CNCCCN2CCOCC2)cc1OC`?
SIRT5 inh: -4; ARNT TACC3 PPI: -5; DENV2 CPE: 9; PAX8 reporter: 22; LGR2 inh: -5; EWS-Fli inh: 20; CASP6 VEID inh: -20

How did CCc1ccc(CNCc2ccc(F)cc2)cc1 do in these assays?
SIRT5 inh: -3; ARNT TACC3 PPI: -4; DENV2 CPE: -1; PAX8 reporter: -4; LGR2 inh: -5; EWS-Fli inh: -20; CASP6 VEID inh: -2

How did Cc1ccc(S(=O)(=O)N2CCOCC2)cc1NC(=O)CN1C(=O)NC(C)(c2ccc(Cl)cc2Cl)C1=O (stereo not given) do in these assays?
SIRT5 inh: -5; ARNT TACC3 PPI: -30; DENV2 CPE: 10; PAX8 reporter: 14; LGR2 inh: 14; EWS-Fli inh: 3; CASP6 VEID inh: 2

Results for COc1ccc(C(=O)N=C2SC3CS(=O)(=O)CC3N2Cc2ccc(F)cc2)cc1 (stereo not given) ?
SIRT5 inh: -9; ARNT TACC3 PPI: 1; DENV2 CPE: -3; PAX8 reporter: 29; LGR2 inh: 24; CASP6 VEID inh: 1

Results for N#CC12C(=O)NC(=O)C1(C#N)C21CCCC1 (stereo not given) ?
SIRT5 inh: 0; ARNT TACC3 PPI: -3; DENV2 CPE: 6; PAX8 reporter: -16; LGR2 inh: -10; EWS-Fli inh: 6; CASP6 VEID inh: 1

How did CCC(=O)N[C@@H]1CC[C@H](CCn2cc(C3CC3)nn2)O[C@H]1CO do in these assays?
SIRT5 inh: 0; ARNT TACC3 PPI: -3; DENV2 CPE: 5; PAX8 reporter: 6; LGR2 inh: -1; EWS-Fli inh: 8; CASP6 VEID inh: 2

Results for CC(=O)OCC(OC(C)=O)C(OC(C)=O)C(OC(C)=O)C(=O)Nc1ccccc1 (stereo not given) ?
SIRT5 inh: -6; ARNT TACC3 PPI: -2; DENV2 CPE: 9; PAX8 reporter: 2; LGR2 inh: -2; EWS-Fli inh: -4; CASP6 VEID inh: -5

How did Cc1ccc(N(CC(=O)NCc2ccccn2)S(=O)(=O)c2ccccc2)cc1Cl do in these assays?
SIRT5 inh: 2; ARNT TACC3 PPI: 0; DENV2 CPE: 4; PAX8 reporter: 0; LGR2 inh: -3; EWS-Fli inh: -2; CASP6 VEID inh: 1

Results for COC(=O)[C@H](C)NC(=O)NCc1ccco1 ?
SIRT5 inh: -1; ARNT TACC3 PPI: 4; DENV2 CPE: -7; LGR2 inh: 2; EWS-Fli inh: 2; CASP6 VEID inh: 0

Results for C[C@H]1CN([C@@H](C)CO)C(=O)c2cc(C#CCN(C)C)cnc2O[C@@H]1CN(C)Cc1ccc(F)cc1 ?
SIRT5 inh: -2; ARNT TACC3 PPI: -4; DENV2 CPE: 14; LGR2 inh: 13; EWS-Fli inh: -2; CASP6 VEID inh: 2

What do the screens show for `Cc1cc(-n2c(C)cc(C(=O)COc3cccnc3[N+](=O)[O-])c2C)no1`?
SIRT5 inh: 3; ARNT TACC3 PPI: 41; DENV2 CPE: 11; PAX8 reporter: 2; LGR2 inh: -4; EWS-Fli inh: -22; CASP6 VEID inh: 4

Results for O=C(C[C@@H]1C=C[C@H](NC(=O)Nc2ccccc2F)[C@@H](CO)O1)NCc1ccccc1 ?
SIRT5 inh: -1; DENV2 CPE: -8; PAX8 reporter: 1; LGR2 inh: -24; CASP6 VEID inh: -4

How did CNc1ccc(Cl)cc1C(N)=O do in these assays?
SIRT5 inh: -2; ARNT TACC3 PPI: -5; DENV2 CPE: -2; PAX8 reporter: 3; LGR2 inh: 14; EWS-Fli inh: -6; CASP6 VEID inh: -1

Results for O=S(=O)(NCCN1CCOCC1)c1ccc2c(c1)OCCO2 ?
SIRT5 inh: 5; ARNT TACC3 PPI: -4; DENV2 CPE: -2; PAX8 reporter: -3; LGR2 inh: 16; EWS-Fli inh: -1; CASP6 VEID inh: -1

Results for Cc1noc2ncnc(SCc3ccc(C(F)(F)F)cc3)c12 ?
SIRT5 inh: -3; ARNT TACC3 PPI: -7; DENV2 CPE: 7; PAX8 reporter: -4; LGR2 inh: -12; EWS-Fli inh: 23; CASP6 VEID inh: -1

How did COc1ccc(NC(=O)N(C)C[C@H]2Oc3ncc(C#CCN(C)C)cc3C(=O)N([C@@H](C)CO)C[C@@H]2C)cc1 do in these assays?
SIRT5 inh: 22*; ARNT TACC3 PPI: -11; PAX8 reporter: 9; LGR2 inh: -30; EWS-Fli inh: -5; CASP6 VEID inh: -42

What do the screens show for `CCN1[C@@H]2c3ccc(C4=CCCCC4)c(=O)n3C[C@@H]2[C@@H](CO)[C@@H]1C(=O)NCc1cccc(OC)c1`?
SIRT5 inh: -15; ARNT TACC3 PPI: -2; DENV2 CPE: -3; LGR2 inh: -22; EWS-Fli inh: -7; CASP6 VEID inh: 2

How did Cc1cccc(N(CC(=O)NCCSc2ccccn2)S(=O)(=O)c2ccccc2)c1 do in these assays?
ARNT TACC3 PPI: -4; PAX8 reporter: 4; LGR2 inh: -11

What do the screens show for `CC1(C)CC(=O)c2sc(NC(=O)c3ccco3)nc2C1`?
SIRT5 inh: 0; ARNT TACC3 PPI: -19; DENV2 CPE: -3; PAX8 reporter: -63; LGR2 inh: -4; EWS-Fli inh: -37; CASP6 VEID inh: 7

How did O=C(c1ccco1)N1CCN(C(=O)c2[nH]c(C(F)(F)F)nc2-c2ccccc2)CC1 do in these assays?
SIRT5 inh: -6; DENV2 CPE: -19; PAX8 reporter: -6; LGR2 inh: 2; EWS-Fli inh: 9; CASP6 VEID inh: -2

Results for COC(=O)c1ccccc1NC(=O)NCc1c(C)nn(C)c1C ?
SIRT5 inh: 2; ARNT TACC3 PPI: -16; DENV2 CPE: 4; PAX8 reporter: -2; LGR2 inh: -9; EWS-Fli inh: -17; CASP6 VEID inh: 1

How did Nc1nc(NS(=O)(=O)c2ccc(Cl)cc2)nn1-c1ccccc1 do in these assays?
SIRT5 inh: -3; ARNT TACC3 PPI: -3; DENV2 CPE: -2; PAX8 reporter: -2; LGR2 inh: -9; EWS-Fli inh: -2; CASP6 VEID inh: -3

How did Cc1ccccc1C(=O)N1CCN(c2ccc(NC(=O)c3cccnc3)cc2)CC1 do in these assays?
ARNT TACC3 PPI: -6; DENV2 CPE: -3; PAX8 reporter: -1; LGR2 inh: 11; EWS-Fli inh: 2; CASP6 VEID inh: -7

What do the screens show for `CCCC#Cc1ccc2c(c1)O[C@H](CN(C)Cc1cccnc1)[C@@H](C)CN([C@H](C)CO)S2(=O)=O`?
SIRT5 inh: 6; ARNT TACC3 PPI: 4; DENV2 CPE: -8; PAX8 reporter: 8; LGR2 inh: -13; EWS-Fli inh: 34; CASP6 VEID inh: 0

What do the screens show for `COc1ccccc1N1CCN(C(=O)C(=O)c2c(C)[nH]c3ccccc23)CC1`?
SIRT5 inh: -1; ARNT TACC3 PPI: 12; DENV2 CPE: 8; PAX8 reporter: -9; LGR2 inh: 11; CASP6 VEID inh: 0

How did Cc1ccc(Nc2nnc(SCC(=O)NCC3CCCO3)s2)cc1 (stereo not given) do in these assays?
SIRT5 inh: 1; DENV2 CPE: -3; PAX8 reporter: -13; LGR2 inh: -14; EWS-Fli inh: -18; CASP6 VEID inh: -3

What do the screens show for `CC(C)CCOc1ccc(C(=O)N2CCCC2C(=O)O)cc1` (stereo not given)?
SIRT5 inh: 17*; ARNT TACC3 PPI: 2; DENV2 CPE: 3; PAX8 reporter: -4; LGR2 inh: -14; EWS-Fli inh: -5; CASP6 VEID inh: 6

What do the screens show for `C[C@@H]1CN([C@@H](C)CO)C(=O)c2cc(NC(=O)CCC(F)(F)F)ccc2O[C@H]1CN(C)C(=O)Nc1cccc2ccccc12`?
SIRT5 inh: 3; ARNT TACC3 PPI: -9; DENV2 CPE: -5; PAX8 reporter: 20; LGR2 inh: 3; EWS-Fli inh: 0; CASP6 VEID inh: -1

How did COc1ccccc1NC(=O)N[C@H]1C=C[C@@H](CC(=O)N[C@@H](C)c2ccccc2)O[C@@H]1CO do in these assays?
SIRT5 inh: -5; ARNT TACC3 PPI: -6; DENV2 CPE: 20*; PAX8 reporter: 4; LGR2 inh: 13; EWS-Fli inh: -3; CASP6 VEID inh: 3

How did Cn1c(=O)n(C)c2cc(S(=O)(=O)N3CCN(c4ccccc4)CC3)ccc21 do in these assays?
SIRT5 inh: 8; ARNT TACC3 PPI: 0; DENV2 CPE: -4; PAX8 reporter: -5; LGR2 inh: 2; EWS-Fli inh: 1; CASP6 VEID inh: -2

What do the screens show for `O=C(O)c1ccc(N/N=C/c2ccc(-c3cccc(Cl)c3)o2)cc1`?
SIRT5 inh: 4; ARNT TACC3 PPI: -6; DENV2 CPE: -6; PAX8 reporter: -225; LGR2 inh: -58; EWS-Fli inh: -91; CASP6 VEID inh: 24

Random excerpt: 2 compounds from above, in no set order.
Results for O=C(C[C@@H]1C=C[C@H](NC(=O)Nc2ccccc2F)[C@@H](CO)O1)NCc1ccccc1 ?
SIRT5 inh: -1; DENV2 CPE: -8; PAX8 reporter: 1; LGR2 inh: -24; CASP6 VEID inh: -4

What do the screens show for `CCN1[C@@H]2c3ccc(C4=CCCCC4)c(=O)n3C[C@@H]2[C@@H](CO)[C@@H]1C(=O)NCc1cccc(OC)c1`?
SIRT5 inh: -15; ARNT TACC3 PPI: -2; DENV2 CPE: -3; LGR2 inh: -22; EWS-Fli inh: -7; CASP6 VEID inh: 2
